PLAP inhibitors HTS = PLAP enzyme inhibitors, biochemical, luminescence, HTS (AID 690) | hit rate 0.08% among 96,000 | inhibition, % at 20 µM; hits with a dose series show IC50 in µM | Alkaline phosphatase, placental type (Homo sapiens) | purified PLAP, luminescent substrate; higher % means a stronger effect; in the data active = a potency from the dose series; inactive = the rest, 99 in 100 with inhibition below about 30%; also: strong numbers were not always called active
IL1B NFkB pot = enhancers of NFkB p65 translocation in HUVEC – imaging, IL-1B stimulus, high-content imaging, primary screen; HUVEC IL-1B NFkB p65 nuclear translocation imaging; activation, % at 2 µM; hit rate 0.3% among 94,000; AID 819, 2007;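 active = activation above 40%, about the mean plus 3 SD, also judged a hit on visual image review; inconclusive = activation above 40% but not a hit on visual review; inactive = activation not above 40% and no visual hit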;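 also: percent activation is computed from the nuclear over cytoplasmic p65 intensity ratio; values of inactives mirror those of a sister screen read the other way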
MRP reversal = reversal of MRP1-mediated doxorubicin resistance, primary screen, H69AR cells, doxorubicin co-treatment; hit rate 0.04% among 85,000; AID 602, 2007; H69AR cells + 2 uM doxorubicin, CellTiter-Glo, 72 h; differential viability (reversal), % at 10 µM;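 active = viability drop by adding the cancer drug above about 55%, with treated viability meeting a 40% cutoff, limit read from the data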;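 also: viability without doxorubicin minus viability with 2 µM doxorubicin for each compound; larger differential means the compound sensitizes cells more to doxorubicin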
Bcl-B displacement = displacers of TR3 peptide from Bcl-B, primary screen, selectivity assay for Bfl-1 inhibitor project, biochemical, fluorescence polarization | Bcl-2-like protein 10 (Homo sapiens) | FP displacement of FITC-TR3 peptide from Bcl-B; higher % means a stronger effect | one-dose displacement, % at 20 µM; IC50 in µM for titrated hits | hit rate 0.11% among 96,000 | AID 748, 2007;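 active = displacement above 50% at 20 µM plus a fluorescence interference ratio under 1.5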;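 also: plate controls were wells without compound for no effect and wells lacking Bcl-B protein for full effect; a part of the inactive calls stands beside numbers as strong as those of hits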
IL1B NFkB inh = inhibitors of IL-1B driven NFkB p65 nuclear import, primary screen, imaging, HUVEC, IL-1B stimulus, high-content imaging | HUVEC IL-1B NFkB p65 nuclear translocation imaging | inhibition, % at 2 µM | AID 796, 2007 | hit rate 0.43% among 94,000;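 active = inhibition above about 30% together with a positive call from visual inspection of the well image, limit read from the data; inconclusive = inhibition above a set limit but visual check negative; inactive = inhibition not above a set limit, visual check negative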;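 also: nuclear over cytoplasmic p65 intensity ratio measured by imaging; 0% = IL-1B stimulated DMSO wells and 100% = unstimulated DMSO wells; values of inactives mirror those of a sister screen read the other way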
MRP reversal cytotoxicity = recorded beside MRP reversal, whose call it bears; viability, %; H69AR cells, CellTiter-Glo, 72 h; measured here: cytotoxicity without doxorubicin
MRP reversal with doxorubicin = also measured in MRP reversal; calls as there; viability, %; measured here: viability with 2 uM doxorubicin; active compounds read low
IL1B NFkB inh cell count 2 µM = also measured in IL1B NFkB inh; calls as there; cell count; measured here: cells passing quality filter;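 raw number of nuclei counted in each imaged well without normalization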
IL1B NFkB pot cell count 2 µM = recorded beside IL1B NFkB pot, whose call it bears; cell count; measured here: cells passing quality filter
* hit, by the source's call; ? = inconclusive; . = no result given. An excerpt (hit frequency here may not be typical).

Screens in order – PLAP inhibitors HTS	IL1B NFkB pot	IL1B NFkB pot cell count 2 µM	MRP reversal	MRP reversal cytotoxicity	MRP reversal with doxorubicin	Bcl-B displacement	IL1B NFkB inh	IL1B NFkB inh cell count 2 µM
> C/C(N)=C(/C#N)C(=O)COC(=O)CCSc1ccccc1
→ -6%	9	161	.	.	.	-4%	-9	161
> NC(=O)c1ccsc1NC(=O)CN1C(=O)C2CC=CCC2C1=O (configuration not stated)
→ 9%	-6	169	-10	76	87	-4%	6	169
> N#Cc1cnc(SCC(=O)Nc2ccccc2C(F)(F)F)nc1N
→ .	6	137	-9	89	98	.	-6	137
> CCC(C)NC(=O)CSc1nc2ccsc2c(=O)n1-c1ccc(OC)cc1 (configuration not stated)
→ 6%	8	157	-2	70	72	1%	-8	157
> CSc1nsc(SCC(=O)Nc2cccc(C(C)=O)c2)n1
→ 15%	-2	123	-8	91	99	-3%	2	123
> CC(C)n1cc(/C=N\NC(=O)c2cc3c(ccc4ccccc43)o2)c2ccccc21
→ 8%	1	110	.	.	.	1%	-1	110
> Fc1ccc(-c2nnc(-n3nnc4ccccc43)c3ccccc23)cc1
→ .	10	145	4	89	85	.	-10	145
> O=C1CC(c2ccccc2)CC(O)=C1C=NCCN1CCN(C(=S)Nc2cccc(Cl)c2)CC1 (configuration not stated)
→ -53%	8	136	1	95	94	-7%	-8	136
> Cc1onc(-c2ccccc2Cl)c1C(=O)Nc1nnc(-c2cccc([N+](=O)[O-])c2)s1
→ -35%	-13	182	-6	73	79	2%	13	182
> CCOC(=O)Cn1nnnc1C(CC)N(Cc1cccs1)Cc1cc2cc(C)ccc2[nH]c1=O (configuration not stated)
→ -48%	11	121	30	72	43	-4%	-11	121

Random excerpt: two compounds from above.
Screens in order – PLAP inhibitors HTS	IL1B NFkB pot	IL1B NFkB pot cell count 2 µM	MRP reversal	MRP reversal cytotoxicity	MRP reversal with doxorubicin	Bcl-B displacement	IL1B NFkB inh	IL1B NFkB inh cell count 2 µM
> Fc1ccc(-c2nnc(-n3nnc4ccccc43)c3ccccc23)cc1
→ .	10	145	4	89	85	.	-10	145
> CC(C)n1cc(/C=N\NC(=O)c2cc3c(ccc4ccccc43)o2)c2ccccc21
→ 8%	1	110	.	.	.	1%	-1	110

Remaining list, next part.
Screens in order – PLAP inhibitors HTS	IL1B NFkB pot	IL1B NFkB pot cell count 2 µM	MRP reversal	MRP reversal cytotoxicity	MRP reversal with doxorubicin	Bcl-B displacement	IL1B NFkB inh	IL1B NFkB inh cell count 2 µM
> COc1ccc(OC)c(N2CC(O)=C(c3nc4ccccc4s3)C2=N)c1
→ -99%	-16	150	-25	80	104	4%	16	150
> Cc1cccc(C)c1NC(=O)CCCSc1nnc(-c2ccco2)n1-c1ccccc1
→ -33%	3	101	15	34	19	-9%	-3	101
> COc1ccc(-c2noc(-c3ccc(Cl)cc3)n2)cc1
→ 15%	4	132	1	83	82	-15%	-4	132
> Cc1ccc(C(=O)NC=C(Cl)Cl)cc1
→ -22%	?	.	5	104	99	-5%	-98	147
> CCOC(=O)c1c(NC(=O)CSc2nc3cccnc3n2C)sc(C(C)=O)c1C
→ 6%	-7	163	8	50	43	-187%	7	163
> CCOC(=O)C1CCN(c2nc(C)nc3c2oc2ccccc23)CC1
→ .	.	.	-19	100	119	0%	.	.
> COC(=O)c1cc(-c2c[nH]c3ccccc23)n[nH]1
→ 14%	12	125	-70	51	121	-27%	-12	125
> CCOC(=O)N1CCN(C(=O)C(CC)n2nc(C)c3sc4ccccc4c3c2=O)CC1 (configuration not stated)
→ -37%	3	133	-6	75	82	-6%	-3	133
> Cc1ccc2c(c1)nnn2C1CCN(CC(=O)N2c3ccccc3CC2C)CC1 (configuration not stated)
→ -46%	?	.	-4	89	93	-1%	-40	157
> CCCNS(=O)(=O)c1ccc(CCC(=O)NCc2cccnc2)cc1
→ 4%	11	185	-9	97	105	-12%	-12	185
> CN(c1ccc([N+](=O)[O-])cc1C(=O)Nc1ccccc1)C1CCCCC1
→ -2%	2	124	.	.	.	1%	-2	124
> CCOC(=O)CCNC(=O)CNC(=O)OCc1ccccc1
→ 11%	31	92	0	91	91	0%	-28	92
> CCC1(C)OCC(Cn2c3ccccc3c3ccccc32)O1 (configuration not stated)
→ .	1	150	-36	25	62	.	-2	150
> CCn1cnc2c1c(=O)n(Cc1csc(-c3ccccc3)n1)c(=O)n2Cc1ccccc1
→ -54%	-5	86	-33	42	75	-113%	5	86
> CC(CCc1ccco1)NC(=O)Cn1nc(Cc2ccncc2)c2ccccc2c1=O (configuration not stated)
→ 10%	4	185	1	89	88	-5%	-4	185
> CCc1nc(NCCCCCO)c2nnn(Cc3ccccc3F)c2n1
→ -74%	17	65	-4	84	87	-1%	-17	65
> COc1ccc(-c2c3c(=O)n(C)c(=O)n(C)c3cn2N2CCOCC2)cc1
→ -7%	-1	107	.	.	.	6%	1	107
> Cc1nn(Cc2ccc(C(=O)n3cccn3)o2)c(C)c1Br
→ .	-9	82	1	97	96	.	9	82
> Cc1ccc(CCN2CC(C(=O)NC3CCCC3)CC2=O)cc1 (configuration not stated)
→ -8%	25	124	9	98	89	0%	-25	124
> c1cc(CNc2ccc(N3CCOCC3)cc2)ccn1
→ 14%	20	162	11	95	84	10%	-20	162

Next part; it opens with the seven that closed the last part.
structure,PLAP inhibitors HTS,IL1B NFkB pot,IL1B NFkB pot cell count 2 µM,MRP reversal,MRP reversal cytotoxicity,MRP reversal with doxorubicin,Bcl-B displacement,IL1B NFkB inh,IL1B NFkB inh cell count 2 µM
CCn1cnc2c1c(=O)n(Cc1csc(-c3ccccc3)n1)c(=O)n2Cc1ccccc1,-54%,-5,86,-33,42,75,-113%,5,86
CC(CCc1ccco1)NC(=O)Cn1nc(Cc2ccncc2)c2ccccc2c1=O (configuration not stated),10%,4,185,1,89,88,-5%,-4,185
CCc1nc(NCCCCCO)c2nnn(Cc3ccccc3F)c2n1,-74%,17,65,-4,84,87,-1%,-17,65
COc1ccc(-c2c3c(=O)n(C)c(=O)n(C)c3cn2N2CCOCC2)cc1,-7%,-1,107,.,.,.,6%,1,107
Cc1nn(Cc2ccc(C(=O)n3cccn3)o2)c(C)c1Br,.,-9,82,1,97,96,.,9,82
Cc1ccc(CCN2CC(C(=O)NC3CCCC3)CC2=O)cc1 (configuration not stated),-8%,25,124,9,98,89,0%,-25,124
c1cc(CNc2ccc(N3CCOCC3)cc2)ccn1,14%,20,162,11,95,84,10%,-20,162
COc1cc(/C=C(\NC(=O)c2ccccc2)C(=O)Nc2cccc(O)c2)c([N+](=O)[O-])cc1OC,0%,1,134,.,.,.,-20%,-1,134
CCOC(=O)c1cccc(S(=O)(=O)N(CCO)Cc2cc3cc(OC)c(OC)cc3[nH]c2=O)c1,-47%,7,197,7,94,88,-2%,-7,197
CCOC(=O)/C=c1\s/c(=C(\C#N)C(=O)OCC)n(-c2ccccc2)c1=O,.,2,125,22,67,45,-10%,-2,125
O=C(NCC1CCC(C(=O)O)CC1)c1cccnc1 (configuration not stated),-13%,27,134,4,95,91,5%,-27,134
O=C1NCCCCC1NC1CC(=O)N(c2ccccc2)C1=O (configuration not stated),1%,-4,80,9,94,85,2%,4,80
CN=C1CC(C)(C)CC(=O)/C1=C(/O)CCC(=O)NC,.,-3,144,17,114,97,.,3,144
N#Cc1cn(-c2ccccc2)nc1-c1cc2ccccc2oc1=O,22%,21,146,9,83,74,-13%,-21,146
CC1CCC(NC(=O)CN2CCC(n3nnc4cc(F)ccc43)CC2)CC1 (configuration not stated),-35%,.,.,-13,84,97,-10%,.,.
Cc1cc(C)n2nc(S(=O)(=O)N(CC(C)C)CC(C)C)nc2n1,11%,.,.,2,90,89,0%,.,.
CC1(C)Cc2nc3oc4c(NCc5ccccc5)ncnc4c3cc2CO1,-12%,.,.,-4,76,80,-5%,.,.
O=c1c2cnn(-c3ccccc3)c2nnn1/N=C/c1cccnc1,8%,0,199,.,.,.,-2%,0,199
Brc1ccccc1C1=Nn2c(nnc2-c2ccccc2)SC1,33%,2,162,-8,67,76,-1%,-2,162
CC(=O)Nc1nc(C)c(S(N)(=O)=O)s1,14%,2,118,8,97,89,7%,-2,118
C/C(Sc1nnc(Cc2ccccc2)o1)=C(/O)c1ccccc1,12%,1,112,0,98,98,1%,-1,112
Nc1ccc(Nc2nc(-c3ccncc3)cs2)cc1,22%,7,163,-15,37,52,-21%,-7,163
Cn1c(SCc2nc3ccccc3[nH]2)nnc1-c1cccnc1,-4%,-2,104,11,94,84,2%,2,104
CCOc1cc(S(=O)(=O)N2CCCC2)ccc1Cl,4%,-9,48,19,88,69,4%,9,48
CC1(c2ccccc2)NC(=O)N(CC(=O)Nc2cccc(C#N)c2)C1=O (configuration not stated),-2%,.,.,0,87,87,-5%,.,.
Cc1c(N=Cc2c(O)n(C)c(=O)c3ccccc23)c(=O)n(-c2ccccc2)n1C,-6%,1,120,.,.,.,-27%,-1,120
OCc1nc(CO)n(Cc2ccccc2)n1,.,-9,123,4,97,94,.,8,123
Cc1cc(=O)oc(C)c1C(=O)NCC(C)NC(=O)c1c(C)cc(=O)oc1C (configuration not stated),1%,.,.,-5,98,103,0%,.,.
O=C(Cn1nnc(-c2ccccc2F)n1)NCCc1ccccc1,25%,1,194,-5,89,94,-10%,-1,194
Cc1onc(-c2c(Cl)cccc2Cl)c1C(=O)NCC1CCCO1 (configuration not stated),4%,7,151,16,92,76,-2%,-7,151
COC(=O)C1=C(Cn2cnc3ccccc32)NC(=O)NC1c1cc(C)ccc1C (configuration not stated),-17%,22,133,-26,50,76,4%,-22,133
Cc1ccccc1-c1nc2sc(-c3ccccc3)cc2c(=O)o1,11%,18,170,.,.,.,-9%,-18,170
CCOc1cc(/C=C(\C#N)c2[nH]nc(N)c2C#N)ccc1O,-6%,1,166,-18,37,54,-75%,-1,166
CCOc1ccc(Oc2ccc(-c3nnc(-c4ccccc4)o3)cc2[N+](=O)[O-])cc1,10%,?,.,.,.,.,2%,-60,109
CN(C)c1nc(N)nc(Cn2ccnc2)n1,-21%,5,113,3,81,77,-3%,-5,113
CC(C)C(C(=O)Nc1ccc(S(=O)(=O)N2CCOCC2)cc1)N1C(=O)c2ccccc2C1=O (configuration not stated),-24%,10,58,28,98,71,7%,-10,58
CCCCCC(=O)N1CCCC(c2nc(-c3ccc(OC)cc3)no2)C1 (configuration not stated),-48%,4,168,-9,79,88,10%,-4,168
CC1CCCCN1CC(=O)Nc1ccc(Oc2ccccc2)cc1 (configuration not stated),-54%,9,88,-3,68,72,6%,-9,88
COc1ccccc1N(CCC#N)C(=O)CSc1ccc2c(c1)OCCO2,0%,3,175,-4,92,96,-12%,-3,175
O=C(Nc1nc(COc2ccccc2)cs1)C12CC3CC(CC(C3)C1)C2,47%,5,175,6,39,34,-1%,-5,175
Cc1noc(C)c1COC(=O)C1CC(O)CN1S(=O)(=O)c1ccc(Cl)cc1 (configuration not stated),-45%,8,171,-7,99,106,-6%,-8,171
